Eya2 inh: blocks the phosphatase activity of human Eya2; recombinant Eya2, OMFP fluorescence dephosphorylation (OMFP is methylfluorescein phosphate); Potency, µM (titrated, usually from 76.9 µM), without a hit: top-dose activity, negative = inhibition, hits mostly inhibitors; 0.006% of 330,000 active; further: potency means the concentration at half of the fitted maximal effect; on the % scale 0 is the no-effect control and ±100 the full control effect
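Eya2 (0.2 uM) preincubated 10 min at ambient with compound, then OMFP substrate added at 50 uM; 10 min reaction in 50 mM HEPES pH 7.5, 50 mM NaCl, 5 uM MgCl2, 0.05% BSA, 1 mM DTT. Fluorescence read at Ex 485/Em 525 nm.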
TSHR antagonist: blocks TSH signaling through the human TSH receptor. 0.2% of 330,000 active. activity change, negative = inhibition, % at 11.5 µM. TSHR-expressing cells, TSH-stimulated cAMP HTRF, 2 h; active compounds read low;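 active means activity change below a set negative limit, meaning inhibition stronger than a set level, cut at about -70% in these data; inconclusive means activity change between two set negative limits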; further: on the % scale 0 is the no-effect control and ±100 the full control effect
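TSHR-expressing cells, 200/well, pre-treated with compound, then stimulated with EC80 TSH (4nM final) for 2 hours at 37 deg C. cAMP measured by competitive HTRF: anti-cAMP cryptate antibody in lysis buffer plus cAMP-d2, read after 30 minutes at room temperature.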
TCR act: activates T cell receptor signaling. 330,000 tested, under 10 active. primary human leukocytes, anti-CD3, IL-2 HTRF, 48 h. Potency, µM (top dose mostly 9.22 µM), for the others: at the highest dose activation of IL-2 secretion, hits mostly activators; further: % of control where 0% means no effect
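Compounds are tested in HTS on primary human leukocytes co-incubated with a-CD3 beads for 48 hr. IL-2 output is measured by time-resolved FRET.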
hERG WT inh: inhibitors of human wildtype KCNH2 potassium channel; activity change, % at 1.84 µM; Q12809; 0.37% of 340,000 active; U2OS, BacMam KCNH2, thallium flux FluxOr; active compounds read low;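 active means maximum activity change below -70%; inconclusive means maximum activity change between -70% and -50%; inactive means maximum activity change above -50%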; further: on the % scale 0 is the no-effect control and ±100 the full control effect
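U2OS cells were transduced with wild-type KCNH2 virus (2.03 x 10^8 / mL) for 4 h at room temperature, then cultured overnight at 37 C. Thallium flux was read with FluxOr dye. Rate constants were normalized to DMSO controls.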
TRPV1 agonist: agonists of human vanilloid receptor 1 (TRPV1); AID 540275; activation, % at 8.33 µM; 0.19% of 320,000 active; TRPV1-expressing cells, Fluo-8 calcium influx, agonist mode; in the data active means activation above about 80%; inconclusive means between about 30% and that limit; further: 0% is about no effect
Target sequence (Q8NER1 whole entry, looked up): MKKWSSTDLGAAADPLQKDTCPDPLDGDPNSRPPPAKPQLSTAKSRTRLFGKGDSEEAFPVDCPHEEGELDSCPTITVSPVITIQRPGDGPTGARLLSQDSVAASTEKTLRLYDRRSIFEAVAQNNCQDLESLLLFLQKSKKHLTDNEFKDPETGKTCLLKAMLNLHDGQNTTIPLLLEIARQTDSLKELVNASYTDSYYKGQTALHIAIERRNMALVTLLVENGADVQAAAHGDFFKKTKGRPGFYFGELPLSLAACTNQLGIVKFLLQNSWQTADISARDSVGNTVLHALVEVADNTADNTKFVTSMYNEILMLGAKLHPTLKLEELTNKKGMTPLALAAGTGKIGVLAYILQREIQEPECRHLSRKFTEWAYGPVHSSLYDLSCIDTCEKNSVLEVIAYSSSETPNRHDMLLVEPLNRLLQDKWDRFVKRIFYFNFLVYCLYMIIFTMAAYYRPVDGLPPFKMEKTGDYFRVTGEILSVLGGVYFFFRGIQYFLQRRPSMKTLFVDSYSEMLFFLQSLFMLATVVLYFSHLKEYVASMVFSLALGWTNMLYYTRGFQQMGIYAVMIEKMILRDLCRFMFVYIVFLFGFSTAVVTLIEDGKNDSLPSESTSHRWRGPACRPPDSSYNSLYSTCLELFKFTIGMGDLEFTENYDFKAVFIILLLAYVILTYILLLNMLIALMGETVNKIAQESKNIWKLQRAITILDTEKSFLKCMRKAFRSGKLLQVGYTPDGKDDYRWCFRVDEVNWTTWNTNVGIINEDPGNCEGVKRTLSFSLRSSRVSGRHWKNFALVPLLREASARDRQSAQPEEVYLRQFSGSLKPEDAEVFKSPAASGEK
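TRPV1-expressing cells were cultured overnight at 35.5C and loaded with Fluo-8 calcium dye for 40 to 90 min at room temperature. After a 10 s baseline, compound was added and calcium influx was read kinetically for 3 min (ex 480/em 520 nm).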
ELG1 repair inh: ELG1-dependent DNA repair inhibition | 2.3% of 330,000 active | AID 504467 | HEK293T ELG1-luciferase reporter, luminescence, 16 h; DNA damage induced by 5-fluorouridine | Potency, µM (top dose mostly 46.1 µM), inactives show top-dose activity change, negative = inhibition, hits mostly inhibitors; further: potency means the concentration at half of the fitted maximal effect; on the % scale 0 is the no-effect control and ±100 the full control effect; nearly all actives have a fitted effect of over 55% in size
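In this reporter screen, reduction of luminescence relative to DMSO vehicle indicated activity. Compounds and 5-fluorouridine were added together to 2,000 cells per well, incubated for 16 hr at 37 °C, then developed with ONE-Glo.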
AT treatment: candidate therapy for ataxia-telangiectasia. […] A-T fibroblasts, KAP-1 phosphorylation AlphaLISA; neocarzinostatin DNA damage 30 min before lysis. Potency, µM (doses to about 57.5 µM), for inactives: at the top dose activation, actives largely listed as activators. 0.19% of 320,000 active; further: potency means the concentration at half of the fitted maximal effect; % of control where 0% means no effect; nearly all actives have a fitted effect of over 45% in size
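hTERT-immortalized A-T patient fibroblasts ([…]), 500 cells/well in OPTI-MEM, 1% FBS, got compounds for 60 min, then NCS for 30 min at 37C. Lysates were then assayed for phospho-KAP-1 by AlphaLISA (anti-pKAP1 donor, anti-KAP1 acceptor beads), 6 hr at 25C.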
Mito fusion act: mitochondrial division inhibition or fusion activation | S. cerevisiae fusion-defective mutant growth rescue, CellTiterGlo 48 h | Potency, µM (titrated, usually from 46.1 µM), inactives show top-dose growth rescue (activation), usual class: activators | 0.23% of 320,000 active;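 further: potency means the concentration at half of the fitted maximal effect; % of control where 0% means no effect; nearly all actives have a fitted effect of over 45% in size; temperature-sensitive fusion mutants such as fzo1-1 at 37 °C on non-fermentable ethanol glycerol medium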
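Read-out: ATP-based luminescence (CellTiterGlo, 10 min ambient) reporting growth of fusion-defective ts yeast after 48 hours at 37C on glycerol/ethanol YPEG medium in the presence of compound.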
USP2a block: inhibitors of human ubiquitin-specific protease USP2a; O75604; USP2 core, Ub-CHOP2 coupled fluorogenic reporter, 485/531; Potency, µM (highest dose often 38.3 µM), without a hit: at the highest dose activity change, negative = inhibition, most hits filed as inhibitors; 0.01% of 330,000 active; AID 463254;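 further: potency means the concentration at half of the fitted maximal effect; plate controls were DMSO wells for no effect and full inhibition by NEM control for full effect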
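Deubiquitinase activity read as fluorescence (485/531 nm) after Ub-CHOP2 cleavage activates the enterokinase reporter on its substrate; USP2 core 10nM, Ub-CHOP2 and substrate 25nM each, 30min compound preincubation then 60min RT; data normalized to NEM, curves fitted.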
KCNH2 3.1 inh: blocks the human KCNH2 3.1 channel isoform. U2OS KCNH2 3.1, thallium flux FluxOr; active compounds read low. activity change, % (tested at about 1.8 µM). 0.95% of 340,000 active. AID 720553;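 active means maximum activity change below -70%; inconclusive means maximum activity change from -70% to -50%; inactive means maximum activity change above -50%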;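 further: thallium influx rate constant from kinetic fluorescence after stimulation buffer; on the % scale 0 is the no-effect control and ±100 the full control effect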
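Virally transduced U2OS (3.1 isoform, 4 h infection in dark at RT) → overnight 37 C → FluxOr + Red40 in HBSS/HEPES, 45 min → stimulation buffer, 2 min kinetic read → rate constant vs DMSO controls.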
The depositor's hits bear a star; [ ] = another dose, or the depositor's remark. Unless noted, the call rests on the fitted dose curve; in most records, active means well fitted curve in the direction sought with a large enough effect; inconclusive means small, poorly fitted or top-dose-only effect, or another doubt; inactive means no such curve, though single readings can be large; an effect the other way counts as inactive or inconclusive.

Start of the listing, in advance (3 entries):
How did O=C(NCC(=O)N(c1cccnc1)C(C(=O)NC1CCCC1)c1ccco1)c1cccs1 (stereo not drawn) do in these assays?
Eya2 inh: 7%; TSHR antagonist: 16; TCR act: 4%; hERG WT inh: -15; TRPV1 agonist: 4; ELG1 repair inh: 8%; AT treatment: -3%; Mito fusion act: -2%; USP2a block: 0%; KCNH2 3.1 inh: -2

Results for O=C1CCCCCN1Cc1nnc(SCc2nc3ccccc3s2)n1-c1ccccn1 ?
Eya2 inh: 4%; TSHR antagonist: 12; TCR act: -3%; hERG WT inh: 6; TRPV1 agonist: 3; ELG1 repair inh: inconclusive; AT treatment: 19%; Mito fusion act: -3%; USP2a block: 7%; KCNH2 3.1 inh: -80*

What do the screens show for `O=C(c1cccnc1)N1N=C(C2CC2)CC1(O)C(F)(F)F` (stereo not drawn)?
Eya2 inh: -3%; TSHR antagonist: 10; TCR act: -2%; hERG WT inh: -32; TRPV1 agonist: -1; ELG1 repair inh: 6%; AT treatment: 1%; Mito fusion act: 5%; USP2a block: 0%

The list itself, from the first entry:
How did O=C(NCC(=O)N(c1cccnc1)C(C(=O)NC1CCCC1)c1ccco1)c1cccs1 (stereo not drawn) do in these assays?
Eya2 inh: 7%; TSHR antagonist: 16; TCR act: 4%; hERG WT inh: -15; TRPV1 agonist: 4; ELG1 repair inh: 8%; AT treatment: -3%; Mito fusion act: -2%; USP2a block: 0%; KCNH2 3.1 inh: -2

Results for O=C1CCCCCN1Cc1nnc(SCc2nc3ccccc3s2)n1-c1ccccn1 ?
Eya2 inh: 4%; TSHR antagonist: 12; TCR act: -3%; hERG WT inh: 6; TRPV1 agonist: 3; ELG1 repair inh: inconclusive; AT treatment: 19%; Mito fusion act: -3%; USP2a block: 7%; KCNH2 3.1 inh: -80*

What do the screens show for `O=C(c1cccnc1)N1N=C(C2CC2)CC1(O)C(F)(F)F` (stereo not drawn)?
Eya2 inh: -3%; TSHR antagonist: 10; TCR act: -2%; hERG WT inh: -32; TRPV1 agonist: -1; ELG1 repair inh: 6%; AT treatment: 1%; Mito fusion act: 5%; USP2a block: 0%

What do the screens show for `OC12CCCCC1C(c1ccc3c(c1)OCO3)N(Cc1ccccc1F)CC2` (stereo not drawn)?
Eya2 inh: 4%; TSHR antagonist: 4; hERG WT inh: -11; TRPV1 agonist: 9; ELG1 repair inh: -2%; AT treatment: 11%; Mito fusion act: 24%; USP2a block: -9%; KCNH2 3.1 inh: -8

Results for CC(C)CCNC(=O)C1c2ccccc2Oc2ccccc21 ?
Eya2 inh: 7%; TSHR antagonist: -10; TCR act: 1%; hERG WT inh: 3; TRPV1 agonist: 5; ELG1 repair inh: -1%; AT treatment: -1%; Mito fusion act: 1%; USP2a block: -1%; KCNH2 3.1 inh: -1

What do the screens show for `OCc1c(OCc2cccc(F)c2)ccc2ccccc12`?
Eya2 inh: -9%; TSHR antagonist: -8; TCR act: -6%; hERG WT inh: -3; TRPV1 agonist: 1; ELG1 repair inh: inconclusive; AT treatment: -5%; Mito fusion act: 10%; USP2a block: -1%; KCNH2 3.1 inh: -81*

What do the screens show for `CCOC(=O)c1sc(NC(=S)NC(=O)c2ccc(OC)cc2)nc1C`?
Eya2 inh: 13%; TSHR antagonist: 195; hERG WT inh: -6; TRPV1 agonist: 1; ELG1 repair inh: inconclusive; AT treatment: 6%; Mito fusion act: 0%; USP2a block: 1%; KCNH2 3.1 inh: 5

What do the screens show for `CCOc1ccccc1NC(=O)CSc1nnc(CNC(=O)c2c(F)cccc2Cl)o1`?
Eya2 inh: 1%; TSHR antagonist: -3; TCR act: -1%; hERG WT inh: -2; TRPV1 agonist: -1; ELG1 repair inh: -3%; AT treatment: 0%; Mito fusion act: -1%; USP2a block: -1%; KCNH2 3.1 inh: 13

What do the screens show for `Cc1noc(C)c1COC(=O)c1cc2ccccc2cc1O`?
Eya2 inh: -1%; TSHR antagonist: -23; TCR act: 0%; hERG WT inh: -4; TRPV1 agonist: 5; ELG1 repair inh: -28%; AT treatment: 16%; Mito fusion act: 5%; USP2a block: -1%; KCNH2 3.1 inh: -4

Results for O=C(CN1CCN(c2ccc(F)cc2)CC1)c1cccs1 ?
Eya2 inh: 1%; TSHR antagonist: -2; TCR act: -29%; TRPV1 agonist: -1; ELG1 repair inh: 4%; AT treatment: -2%; Mito fusion act: -2%; USP2a block: -1%; KCNH2 3.1 inh: 14

What do the screens show for `Cc1ccc(NCC(=O)N/N=C\c2ccc([N+](=O)[O-])o2)cc1`?
Eya2 inh: -4%; TSHR antagonist: 11; TCR act: -24%; hERG WT inh: -2; TRPV1 agonist: 0; ELG1 repair inh: inconclusive; AT treatment: 9%; Mito fusion act: -10%; USP2a block: 3%; KCNH2 3.1 inh: -38

Results for COc1ccc(S(=O)(=O)N2CCCCC2)cc1C(=O)Nc1cc(C)on1 ?
Eya2 inh: -6%; TSHR antagonist: 2; TCR act: -4%; hERG WT inh: -41; TRPV1 agonist: 4; ELG1 repair inh: 7%; AT treatment: -1%; Mito fusion act: -1%; USP2a block: 2%; KCNH2 3.1 inh: -12

How did CCN1CCN(c2nc3c(c(=O)[nH]c(=O)n3C)n2CCSc2nc3ccccc3s2)CC1 do in these assays?
Eya2 inh: 6%; TSHR antagonist: 10; TCR act: -17%; hERG WT inh: -9; ELG1 repair inh: inconclusive; AT treatment: 4%; Mito fusion act: 1%; USP2a block: 1%; KCNH2 3.1 inh: 8

How did COc1ccc(NC(=O)/C=C/c2ccc(S(=O)(=O)N3CCOCC3)cc2)cc1 do in these assays?
Eya2 inh: -18%; TSHR antagonist: -10; TCR act: -3%; hERG WT inh: -3; TRPV1 agonist: inconclusive; ELG1 repair inh: 18%; AT treatment: 13%; Mito fusion act: 3%; USP2a block: 0%; KCNH2 3.1 inh: 7

How did COc1ccc(CCNC(=O)c2cnn3cccnc23)cc1OC do in these assays?
Eya2 inh: 2%; TSHR antagonist: 1; hERG WT inh: -7; TRPV1 agonist: -2; ELG1 repair inh: 2%; AT treatment: 4%; Mito fusion act: -3%; USP2a block: 2%; KCNH2 3.1 inh: -2

What do the screens show for `Cc1ccc(C(=O)NCC2CCCO2)cc1[N+](=O)[O-]` (stereo not drawn)?
Eya2 inh: -4%; TSHR antagonist: 10; TCR act: 5%; hERG WT inh: 2; TRPV1 agonist: -1; ELG1 repair inh: 24%; AT treatment: -6%; Mito fusion act: 0%; USP2a block: 1%; KCNH2 3.1 inh: 10

What do the screens show for `Cc1ccc(-c2cc(C(F)(F)F)c(C#N)c(=O)[nH]2)cc1`?
Eya2 inh: 10%; TSHR antagonist: -25; TCR act: -23%[46.1 µM]; hERG WT inh: 0; TRPV1 agonist: -2; ELG1 repair inh: 1%; AT treatment: inconclusive; Mito fusion act: 17%; USP2a block: -1%; KCNH2 3.1 inh: -4

Results for O=C(C1CCCN(S(=O)(=O)c2cccc3nsnc23)C1)N1CCc2ccccc2C1 (stereo not drawn) ?
Eya2 inh: 2%; TSHR antagonist: -5; TCR act: -1%; hERG WT inh: -6; TRPV1 agonist: 7; ELG1 repair inh: 16µM*; AT treatment: 5%; Mito fusion act: 16%; USP2a block: 0%; KCNH2 3.1 inh: 7

How did CCN1CCN(C(=S)Nc2cc(S(=O)(=O)N(CC)CC)ccc2C)CC1 do in these assays?
Eya2 inh: 10%; TSHR antagonist: -3; TCR act: -5%; hERG WT inh: -1; TRPV1 agonist: -1; ELG1 repair inh: inconclusive; AT treatment: 2%; Mito fusion act: 0%; USP2a block: 2%; KCNH2 3.1 inh: 4

Results for COc1cccc(OC)c1C(=O)NNC(=O)c1ccc(F)cc1 ?
Eya2 inh: -6%; TSHR antagonist: 1; TCR act: -1%; hERG WT inh: 3; TRPV1 agonist: -3; ELG1 repair inh: 0%; AT treatment: -2%; Mito fusion act: 1%; USP2a block: 5%; KCNH2 3.1 inh: -6

Results for Cc1cc(NC(=O)c2ccc(C)s2)n(-c2nc3ccccc3[nH]2)n1 ?
Eya2 inh: 1%; TSHR antagonist: -15; TCR act: -1%[46.1 µM]; hERG WT inh: -3; TRPV1 agonist: -12; ELG1 repair inh: inconclusive; Mito fusion act: -2%; USP2a block: -1%; KCNH2 3.1 inh: -19

What do the screens show for `CCCCCCn1c(SCCCC)nc2c1c(=O)[nH]c(=O)n2C`?
Eya2 inh: 14%; TSHR antagonist: 5; TCR act: -7%; hERG WT inh: -1; TRPV1 agonist: 21; ELG1 repair inh: 1%; AT treatment: -4%; Mito fusion act: 24%; USP2a block: 5%; KCNH2 3.1 inh: 3

Compound activity as filed in PubChem BioAssay.

These rows are one share of the data, so the mix of outcomes need not match the whole.
